D1 antag: human D1 dopamine receptor antagonism | P21728 | HEK293 TREx D1 cells, calcium flux, dopamine EC80; stronger effect = lower value | activity change, negative = inhibition, % at 10 µM | 3.2% of 360,000 active | AID 504652; in the data active = activity change below about -30%; note: % is set by controls: 0 for no effect and ±100 for the full control effect
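Calcium flux readout: force-coupled, inducible Hek293 Trex D1 line, cells induced overnight at 30 C with tetracycline, dye-loaded 30–90 min at RT. Antagonism scored against EC80 dopamine challenge given 180 s after compound.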
Vif-A3G inh: blocks the Vif interaction with human APOBEC3G; HeLa A3G-eYFP + Vif (tagged APOBEC3G with the HIV-1 protein that degrades it), YFP fluorescence, overnight; 0.076% of 410,000 active; Potency, µM (titrated, usually from 46.1 µM), for the others: at the highest dose activity, negative = active, actives largely listed as inhibitors; Q9HC16;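 note: potency is the fitted concentration of half-maximal effect; % is set by controls: 0 for no effect and ±100 for the full control effect; nearly all actives have a fitted effect of over 60% in size; hits raise eYFP signal because A3G escapes Vif-driven loss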
Target sequence (Q9HC16 whole entry, looked up): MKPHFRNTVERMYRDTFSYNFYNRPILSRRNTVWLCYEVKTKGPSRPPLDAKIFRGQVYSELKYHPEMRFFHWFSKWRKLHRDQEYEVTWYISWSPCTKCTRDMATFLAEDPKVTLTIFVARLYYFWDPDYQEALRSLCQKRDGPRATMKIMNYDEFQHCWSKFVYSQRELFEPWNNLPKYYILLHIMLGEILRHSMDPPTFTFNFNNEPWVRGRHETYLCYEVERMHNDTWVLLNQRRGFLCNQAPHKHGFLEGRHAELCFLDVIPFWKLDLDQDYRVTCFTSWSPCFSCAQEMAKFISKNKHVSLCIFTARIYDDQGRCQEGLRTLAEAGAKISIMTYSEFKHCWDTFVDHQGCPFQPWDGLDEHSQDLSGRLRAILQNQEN
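Read-out is eYFP fluorescence (Ex 488/Em 500-530) from Vif-expressing HeLa A3G-eYFP cells; more signal means A3G escaped Vif-mediated degradation. Cells plated overnight, compound pinned in, incubated overnight at 37 deg C.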
GRP78 ERSR act: induces the endoplasmic reticulum stress response in human glioma cells | 0.02% of 420,000 active | Potency, µM, inactives show top-dose activation, usual class: activators | U87-MG GRP78 promoter luciferase reporter, 16 h; note: potency is the fitted concentration of half-maximal effect; series mostly up to about 76 µM; % of control where 0% means no effect; nearly all actives have a fitted effect of over 35% in size
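Stably transfected U87-MG glioma cells carrying a GRP78-based luciferase sensor; 16 h compound incubation. Luminescence end-point read 10 min after Bright-Glo addition at room temperature.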
LDHA block: inhibitors of human lactate dehydrogenase A; purified LDHA, NADH/diaphorase-resazurin fluorescence; stronger effect = lower value; 0.15% of 480,000 active; AID 1347041; activity change, % (values are at about 110 or 230 µM); in the data active = activity change below about -30%; inconclusive = mostly about -25% to -30%;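 note: plate controls were DMSO wells for no effect and wells without enzyme for full effect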
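Enzyme activity of human lactate dehydrogenase 5 (2 nM; 0.06 mM NADH, 0.2 mM pyruvate, 5 min, RT) is measured via a resazurin/diaphorase fluorescence readout of residual NADH.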
D2 PAM: positively modulates the human D2 dopamine receptor allosterically. 0.34% of 340,000 active. AID 485347. potentiation, % at 10 µM. P14416. HEK293 T-REx D2, calcium flux, EC20 dopamine potentiation;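 active = potentiation over 3 SD above the plate norm, cut at about 30% in these data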; note: 0% is about no effect
Target sequence (P14416 whole entry, looked up): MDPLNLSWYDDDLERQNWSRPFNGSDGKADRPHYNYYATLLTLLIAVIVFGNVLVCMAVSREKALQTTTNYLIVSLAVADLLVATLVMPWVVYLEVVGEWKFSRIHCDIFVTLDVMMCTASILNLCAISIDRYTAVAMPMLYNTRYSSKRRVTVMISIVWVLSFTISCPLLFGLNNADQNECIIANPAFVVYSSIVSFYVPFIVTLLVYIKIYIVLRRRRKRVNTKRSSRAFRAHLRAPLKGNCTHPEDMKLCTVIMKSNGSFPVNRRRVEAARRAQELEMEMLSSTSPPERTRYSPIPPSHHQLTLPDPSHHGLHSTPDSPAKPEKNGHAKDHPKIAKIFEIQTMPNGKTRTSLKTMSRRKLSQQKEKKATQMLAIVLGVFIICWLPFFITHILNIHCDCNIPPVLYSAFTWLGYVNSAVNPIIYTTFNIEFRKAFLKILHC
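Cells plated with tetracycline inducer and held overnight at 30 C; calcium dye loaded 30–90 min at room temperature; baseline taken, compound added and read 180 s; EC20 dopamine then added and read 180 s.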
D1 potentiator: potentiators of human D1 dopamine receptor | P21728 | HEK293 TREx D1 cells, calcium flux, dopamine EC20 potentiation | potentiation, % at 10 µM | 0.036% of 360,000 active | AID 504651; in the data active = potentiation above about 30%; note: 0% is about no effect
D1 ag: agonists of human D1 dopamine receptor. 1% of 360,000 active. activation, % at 2 µM. HEK293 T-REx D1 cells, calcium flux, agonist mode. AID 504660; in the data active = activation above about 30%; note: 0% is about no effect
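Tetracycline-induced HEK293 TREx D1 cells, force-coupled to calcium signalling, were dye-loaded with a no-wash calcium kit. Compound was pin-added after a 10 s baseline. Fluorescence was read kinetically at 1 cycle/s for 180 s, with calcium rises flagged as agonism.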
RXFP1 agonist: RXFP1 (human) receptor agonism; 0.3% of 370,000 active; Potency, µM (doses to about 57.5 µM), for the others: at the top dose activation, actives largely listed as activators; HEK293T-RXFP1 cAMP TR-FRET, 30 min; response scale: percent of porcine relaxin response, buffer zero; note: potency is the fitted concentration of half-maximal effect; % is set by controls: 0 for no effect and ±100 for the full control effect; nearly all actives have a fitted effect of over 60% in size; many of its hits are not listed in these tables
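HEK293T cells stably expressing RXFP1 were pretreated with the PDE4 inhibitor Ro 20174, exposed to compounds for 30 min at 37C, lysed, and cAMP was read by TR-FRET. Data normalized to buffer (basal) and 29 nM porcine relaxin (100%).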
Vif-APOBEC3F blk: blocks the Vif interaction with APOBEC3F. HeLa A3F-eYFP + Vif (tagged APOBEC3F with the HIV-1 protein that degrades it), YFP fluorescence increase. Potency, µM (series often up to 46.1 µM), inactives show at the highest dose activity, negative = active. 0.2% of 390,000 active. AID 602313; note: potency is the fitted concentration of half-maximal effect; % of control where 0% means no effect; nearly all actives have a fitted effect of over 65% in size
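Fluorescence increase (Ex 488/Em 500-530) after overnight compound treatment at 37 deg C flags inhibition of Vif-driven A3F-eYFP loss in stable HeLa A3F-eYFP/Vif cells seeded overnight beforehand.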
* = called active by the depositor; ? = inconclusive; · = no result given; & = joins results of further samples; ! = repeats disagree; [ ] = another dose, or the depositor's remark. Unless noted, calls come from the whole dose curve; as a rule, active = well fitted curve in the direction sought with a large enough effect; inconclusive = small, poorly fitted or top-dose-only effect, or another doubt; inactive = no such curve, though single readings can be large; an effect the other way counts as inactive or inconclusive.

Values in the order – LDHA block	Vif-APOBEC3F blk	D1 ag	Vif-A3G inh	GRP78 ERSR act	D2 PAM	RXFP1 agonist	D1 antag	D1 potentiator
1. COc1cccc(CNC(=O)COC(=O)CN2C(=O)NC3(CCCCC3C)C2=O)c1 (centres undefined)
→ 0	-2%	2	3%	0%	4	1.4%	-28	-8
2. O=C(NNC(=O)C(O)(c1ccccc1)c1ccccc1)C1CC1
→ -17	5%	1	1%	-3%	9	0.4%	27	-4
3. NC(=S)Nc1ccc2cc[nH]c2c1
→ 1	1%	2	2%	0%	-6	1.0%	-9	-2
4. O=C(CCS(=O)(=O)c1cccc2nonc12)Nc1cccc(F)c1
→ -2	-6%	1	-3%	5%	11	0.2%	-4	0
5. O=C(NCc1ccco1)C1CC(=O)N(c2cccc(Cl)c2)C1 (centres undefined)
→ -3	7%	0	-1%	-2%	-14	0.0%	-1	-5
6. CN1CCCN(C2C3CC4CC(C3)CC2C4)CC1 (centres undefined)
→ -17	1%	6	-3%	?	4	0.2%	2	-1
7. CCC1(C)Cc2ccccc2-c2nc(NCCCO)n(C)c(=O)c21 (centres undefined)
→ -4	-12%	2	2%	-2%	11	6.5%	-1	-2
8. CCOC(=O)N1CCN(C(=O)C2CCCN(S(=O)(=O)c3cccnc3)C2)CC1 (centres undefined)
→ -5	0%	5	1%	3%	-12	-0.3%	11	·
9. O=C(Cn1nnc(-c2ccccc2)n1)N=Nc1c(O)[nH]c2ccccc12
→ -14	2%	1	-3%	-3%	-2	-0.9%	-18	-6
10. COCCCNc1nc(N)c([N+](=O)[O-])c(Nc2cc(OC)ccc2OC)n1
→ -5	-2%	2	1%	0%	9	0.9%	38	8
11. COc1ccccc1-c1nc(-c2ccc(Br)o2)no1
→ -6&-3	-7%&1%	4&4	-3%&-2%	-3%&-6%	3&-15	-0.4%&0.4%	-35*!	1
12. O=C(NC1CCCCCCC1)c1ccc(Br)cc1
→ -3	-4%	·	0%	14%	·	·	·	·
13. Cc1ccc(/C=C/c2nnc(-c3ccc(C)cc3)o2)cc1
→ -1	-5%	4	3%	3%	-27	2.9%	-7	-6
14. CCOc1ccc2nc(NC(=O)CN3CCC(n4nnc5cc(F)ccc54)CC3)sc2c1
→ 4	-2%	-2	-1%	-8%	·	-0.1%	6	-7
15. COc1ccccc1CNc1nc(SC)ncc1CO
→ -9	-17%	2	-1%	-3%	-10	-1.8%	2	-2
16. O=[N+]([O-])c1ccc(S(=O)(=O)N2CCN=C2SCc2ccc(F)cc2)cc1
→ 2	2%	3	-5%	-2%	2	-1.1%	0	0
17. Cc1cccc(Cn2c(SCc3ccc(C(=O)NCCc4ccccc4)cc3)nc3cccnc32)c1
→ -9	2%	6	-9%	0%	1	-1.6%	-1	-1
18. CN(C)c1ccc(/C=N/NC(N)=S)cc1[N+](=O)[O-]
→ -3	-5%	1	0%	1%	-8	0.2%	6	-2
19. CCOC(=O)c1cc2c(=O)n3ccccc3nc2n(Cc2ccco2)c1=NC(=O)c1ccc(OCC)cc1
→ 4	?	14	-10%	0%	·	29%	7	0
20. O=C(Nc1ccccc1F)c1ccc(S(=O)(=O)NCC2CCCO2)cc1 (centres undefined)
→ -2	-4%	4	0%	2%	9	0.8%	3	-6
21. Clc1cccc(Nc2ncnc3c2nc2n3CCCCC2)c1
→ -5	1%	-1	-1%	3%	-2	-0.2%	3	2
22. Cc1cccc(NC(=O)CCC(=O)NCCO)c1
→ -10	-14%	0	2%	1%	-3	-1.4%	4	-2
23. COc1cc(C(N)=O)cc(Br)c1OCc1ccccc1
→ 2	-2%	0	-1%	0%	-4	1.2%	5	2
24. O=S1(=O)c2c(Oc3cccc4ccccc34)cccc2OC(COCc2ccccc2)CN1C1CCCC1 (centres undefined)
→ -8	7%	·	5%	-3%	·	·	·	·
25. CCN(CC)S(=O)(=O)c1cccc(C(=O)OCc2cc(=O)n3nc(C)sc3n2)c1
→ -3	-9%	5	1%	-2%	-6	23%	-15	-1
26. COc1cc(Cl)c(NC(=O)c2cc(S(=O)(=O)N3CCCCC3)c[nH]2)c(OC)c1
→ 7&-6	3%	0	1%	-4%	-12	-0.3%	-6	0
27. COc1ccc2[nH]c(=O)c(CN(c3ccccc3OC)S(=O)(=O)c3ccccc3)cc2c1
→ 0	-3%	1	-16%	-6%	2	0.8%	-3	-2
28. CCOC(=O)Cc1nnc(NC(=O)COc2ccc(C)cc2)s1
→ -4	0%	17	1%	-4%	-8	3.0%	-18	-4
29. Cc1ccc(NC(=O)c2ccc(OC(=O)c3cc4ccccc4o3)cc2)cc1
→ -2	0%	0	1%	0%	6	-0.2%	12	-1
30. COc1ccc(OC)c(S(=O)(=O)N2CCC(C(=O)N3CCCC3)CC2)c1
→ -8	2%	2	3%	-2%	12	0.3%	-2	0
31. CCC1(CC)C(=O)NC(=O)NC1=Nc1ccccc1
→ -17	-4%	2	-3%	-2%	11	-0.7%	9	-3
32. CCN(CC)CC(=O)Nc1c(Br)ccc2c1OCO2
→ -7	2%	1	1%	-1%	-8	1.2%	-16	0
33. O=C(c1ccccc1)N(Cc1cccnc1)C1(C(=O)Nc2ccccc2)CCCCC1
→ -8	-14%	1	2%	-6%	6	0.1%	6	-2
34. CCOn1c(=O)c[n+]([O-])c2ccccc21
→ -2	?	8	?	-1%	9	-1.9%	-16	-6
35. O=C(CSc1nnc(-c2ccc(Cl)cc2Cl)n1C1CCCCC1)NC1CCS(=O)(=O)C1 (centres undefined)
→ -5	0%	0	1%	-2%	16	1.7%	12	-1
36. COCCOc1ccc(C(F)(F)F)cc1NC(=O)Cc1ccc(S(=O)(=O)N2CCOCC2)s1
→ 4	-3%	1	2%	-4%	5	1.0%	-7	-7
37. N#CC1(NC(=O)COc2ccc(S(=O)(=O)N3CCCC3)cc2[N+](=O)[O-])CCCCC1
→ 2	-11%	2	2%	-3%	5	-0.3%	-10	6
38. CN(Cc1ccccc1)C(=O)c1[nH]cnc1C(=O)NCc1ccc(CNC(=O)OC(C)(C)C)cc1
→ -2	0%	-3	2%	-3%	9	1.4%	·	1
39. COc1ccc(CN2CCN(S(=O)(=O)c3ccccc3)CC2)c(OC)c1
→ -24&-7	1%&0%	2&4	-4%&-3%	-2%&-3%	0&-4	2.5%&0.9%	4&5	-1&3
40. N#Cc1ccc2c(c1)C[C@]1(CCCCN3C(=O)c4ccccc4C3=O)Oc3c(c(=O)oc4ccc(F)cc34)C2O1
→ ·	·	1	·	·	·	3.7%[11.5 µM]	-13	-6
41. CCc1cc(=O)oc2cc(C)cc(OCC(=O)NCC3CCC(C(=O)O)CC3)c12 (centres undefined)
→ -9	5%	1	-1%	-1%	11	6.0%	5	-6
42. COc1cc(/C=C/C(=O)OCC(=O)NCC(=O)Nc2cccc(C)c2C)ccc1OC(F)F
→ -2	2%	5	-1%	-4%	-10	-0.2%	-23	·
43. O=C(c1[nH]ncc1-c1ccccc1)C1CO1 (centres undefined)
→ 13	14%	3	-15%	-4%	4	-3.2%	-3	1
44. CC(C)(C)NC(=O)COc1ccccc1C#N
→ -5	9%	4	6%	-1%	2	5.7%	-17	-3
45. COC(=O)C1C(=O)C2=C(CC1C)NC(=O)CC2c1ccc(F)cc1 (centres undefined)
→ -5	1%	14	5%	-3%	0	1.8%	9	-3
46. CCOc1cc(/C=C2\SC(=S)N(N3CCOCC3)C2=O)ccc1O
→ -6	0%	8	1%	1%	-9	3.0%	5	-2
47. O=C(NNS(=O)(=O)c1ccc(F)cc1)c1sccc1-n1cccc1
→ 5	5%	3	-1%	-3%	0	-0.4%	10	3
48. Cc1c(Cl)cccc1NS(=O)(=O)c1cn(C)c(=O)n(C)c1=O
→ -6	2%	4	6%	-1%	-1	5.7%	-2	-2
49. CCOc1ccc(CCNC(=O)CCCn2nc(C)c3c(C)n(-c4ccccc4)nc3c2=O)cc1
→ -11	2%	0	1%	1%	4	0.0%	-5	0
50. O=C(NCCOCCO)C(=O)Nc1c2c(nn1-c1ccc(F)cc1)CSC2
→ 4	2%	-2	0%	-2%	-7	0.8%	·	-1
51. CC(Sc1ncccn1)C(=O)Nc1ccc2c(c1)OCCO2 (centres undefined)
→ -2	-10%	3	-5%	-2%	·	1.4%	-7	1
52. COc1cccc(NC(=O)CN(C)C(=O)c2sc3cc(Cl)ccc3c2Cl)c1
→ -3	-14%	2	1%	-6%	-1	0.8%	-12	-6
53. CCn1c(SCc2cccnc2)nnc1-c1c[nH]c2ccccc12
→ -2	-2%	11	0%	-3%	10	0.2%	7	·
54. O=C1CCC([N+](=O)[O-])C(c2ccc(Br)cc2)N1 (centres undefined)
→ -10	-10%	3	3%	-1%	2	0.2%	11	-3
55. CSc1nc2sccc2c(=O)[nH]1
→ -4	6%	1	2%	-1%	14	-1.3%	-6	0
56. CC(C)c1ccccc1OCCNC(=O)c1cccnc1
→ -12	2%	14	-3%	-3%	-4	2.8%	-11	-3

Assay outcomes deposited in PubChem by National Center for Advancing Translational Sciences (NCATS).

These rows are one share of the data, so the mix of outcomes need not match the whole.
